# AHR activator = AHR activators, primary screen, cell-based, luminescence, luciferase reporter, human | Aryl hydrocarbon receptor (Homo sapiens), P35869 | AHR-responsive luciferase reporter cells | activation, % at 5 µM | 320,000 compounds, 2.5% hits | AID 2796, 2010; in the data active = activation above about 47%;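 note: 0% = vehicle wells and 100% = reference agonist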
# Fh CTSL1 inh = Fasciola hepatica cathepsin L1 inhibitors, primary screen, counter-screen for PFM18AAP inhibitor project, biochemical, QFRET, fluorogenic peptide substrate | recombinant F. hepatica cathepsin L1, Z-Leu-Arg-MCA fluorescence | AID 1906, 2009 | 300,000 compounds, 0.49% hits | inhibition, % at 5.96 µM;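 active = inhibition above the mean of all tested compounds plus 3 SD, set per screening campaign, cut at about 17% in these data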;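 note: 0% = plate median of test compound wells and 100% = 1 µM Z-Phe-Ala-diazomethylketone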
# PP5 inh = PP5 phosphatase inhibitors, primary screen, biochemical, fluorescence; purified PP5c, OMFP substrate fluorescence; inhibition, % at 6.7 µM; 320,000 compounds, 0.18% hits;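 active = inhibition above the campaign's mean inhibition across all tested compounds plus 3 SD, cut at about 9.5% in these data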;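 note: 0% = DMSO only and 100% = 100 µM cantharidin control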
# PP1 counter = PP1-alpha phosphatase inhibitors, primary screen, counter-screen for PP5 inhibitor project, biochemical, fluorescence, OMFP substrate, single point; Serine/threonine-protein phosphatase PP1-alpha catalytic subunit (Homo sapiens), P62136; purified PP1alpha; inhibition, % at 6.7 µM; 320,000 compounds, 0.9% hits; AID 2235, 2010;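 active = inhibition above the mean inhibition of all tested compounds plus 3 SD, computed separately for each screening campaign, cut at about 15% in these data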
# Target sequence (P62136 whole entry, looked up): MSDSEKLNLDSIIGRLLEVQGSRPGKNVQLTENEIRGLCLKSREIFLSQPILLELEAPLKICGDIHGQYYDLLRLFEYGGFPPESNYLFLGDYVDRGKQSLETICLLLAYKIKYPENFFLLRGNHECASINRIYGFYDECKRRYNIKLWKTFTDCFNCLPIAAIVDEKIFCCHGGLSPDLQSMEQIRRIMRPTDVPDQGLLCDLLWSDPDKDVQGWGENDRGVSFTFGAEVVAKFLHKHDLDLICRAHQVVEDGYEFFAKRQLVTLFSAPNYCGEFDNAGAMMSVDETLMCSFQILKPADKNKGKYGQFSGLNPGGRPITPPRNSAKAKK
# HCV core dimer = inhibitors of HCV core protein dimerization, primary screen, biochemical, TR-FRET, high-throughput. TR-FRET GST/Flag-core106 dimerization, 1536-well. inhibition, % at 5 µM. 300,000 compounds, 0.33% hits;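 active = inhibition above the mean of all tested compounds plus 3 SD, set per screening campaign, cut at about 45% in these data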
#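 System: GST-tagged and Flag-tagged HCV core protein residues 1-106 / Input: core106 proteins, GST 13.5 nM and Flag 17 nM / Buffer or medium: KF-containing HEPES buffer, pH 7.45, DTT, CHAPS, BSA / Probe or stimulus: Eu-anti-GST and XL665-anti-Flag labelled anti-tag antibodies / Schedule: 4 h, 22.5 °C incubation / Technique: TR-FRET 671 and 617 nm emission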
# proCasp3 act = activators of human procaspase-3 D3A mutant, primary screen, biochemical, absorbance, PC-3 D3A mutant, single concentration. 330,000 compounds, 0.11% hits. recombinant procaspase-3 D3A, Ac-DEVD-pNA absorbance 405 nm. activation, % at 8.5 µM;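 active = activation above the mean of all tested compounds plus 3 SD, cut at about 21% in these data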;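 note: 0% = DMSO alone and 100% = DMSO wells spiked with extra 5 µM PC-3 D3A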
# Target sequence (P42574 whole entry D9A/D28A/D175A): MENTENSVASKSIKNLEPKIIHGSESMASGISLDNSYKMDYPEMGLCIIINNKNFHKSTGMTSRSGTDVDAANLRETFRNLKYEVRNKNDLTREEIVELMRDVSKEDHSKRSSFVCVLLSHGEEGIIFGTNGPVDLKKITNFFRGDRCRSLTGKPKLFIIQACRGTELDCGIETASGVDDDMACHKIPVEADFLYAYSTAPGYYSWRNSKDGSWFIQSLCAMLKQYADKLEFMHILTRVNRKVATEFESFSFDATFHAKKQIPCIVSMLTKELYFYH
#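 System: Procaspase-3 D3A mutant. Medium: Zinc-free 300 mM NaCl, 50 mM HEPES, 0.01% Triton X-100. Schedule: 1 h preincubation plus 2 h reaction at 25 °C. Measured by: 405 nm absorbance of p-nitroaniline, reads at 0 and 120 min. Read-out: percent activation relative to control range.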
# proCasp7 act = procaspase-7 activators, primary screen, counter-screen for procaspase-3 activator project, biochemical, absorbance, HTS, human; recombinant procaspase-7, Ac-DEVD-pNA absorbance 405 nm; D23A/D198A/D206A triple mutant, cannot self-cleave; scale: DMSO 0, 5 µM enzyme 100; activation, % at 8.5 µM; 330,000 compounds, 0.093% hits;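 active = percent activation above the screen-wide mean plus 3 SD, cut at about 25% in these data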
# Target sequence (P55210 whole entry D23A/D198A/D206A): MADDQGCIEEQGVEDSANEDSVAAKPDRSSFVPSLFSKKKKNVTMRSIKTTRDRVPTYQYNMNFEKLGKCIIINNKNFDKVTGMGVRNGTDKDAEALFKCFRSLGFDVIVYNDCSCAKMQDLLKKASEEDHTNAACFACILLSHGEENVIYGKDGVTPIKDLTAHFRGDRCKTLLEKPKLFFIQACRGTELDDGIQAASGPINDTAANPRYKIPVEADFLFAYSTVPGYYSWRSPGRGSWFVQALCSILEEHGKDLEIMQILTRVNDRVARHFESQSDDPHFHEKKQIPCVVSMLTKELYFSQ
#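 Test system: Procaspase-7 triple mutant (PC-7 D3A). Also added: Ac-DEVD-pNA substrate, 400 µM as added. Schedule: 1 h enzyme–compound preincubation and 2 h substrate reaction, both 25 °C. Signal: p-Nitroaniline absorbance at 405 nm, read at 0 and 120 min. Control set: low DMSO alone, high DMSO plus 5 µM PC-7.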
# TPT1 inhibitor = Candida albicans TPT1 enzyme inhibitors, primary screen, biochemical, fluorescence polarization; tRNA 2'-phosphotransferase TPT1 (Candida albicans SC5314); recombinant caTPT1, FP RNA substrate dephosphorylation; inhibition, % at 5 µM; 300,000 compounds, 0.81% hits; AID 1962, 2009;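 active = inhibition above the mean of all tested compounds plus 3 SD, set per screening campaign, cut at about 24% in these data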;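 note: plate controls were DMSO alone for no effect and ferristatin control at 100 nM for full effect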
# PAFAH2 FP inh = PAFAH2 enzyme inhibitors, primary screen, biochemical, fluorescence polarization, human. inhibition, % at 3.39 µM. 340,000 compounds, 0.99% hits. Platelet-activating factor acetylhydrolase 2, cytoplasmic (Homo sapiens), Q99487. recombinant PAFAH2, FP-rhodamine activity probe;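 active = inhibition above the mean over all tested compounds plus 3 SD, cut at about 30% in these data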;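 note: inhibitors block probe labeling of enzyme so polarization drops; 0% = enzyme with DMSO and 100% = wells lacking PAFAH2 protein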
# Active calls of the source: *; nt = no result given; & = joins results of further samples. Rows were taken by chance; any-hit rate near 5.6%.
# Value order: HCV core dimer, proCasp3 act, AHR activator, PAFAH2 FP inh, proCasp7 act, PP1 counter, PP5 inh, Fh CTSL1 inh, TPT1 inhibitor
CC1(C)Cc2cccc(OCC(=O)NCc3cccs3)c2O1
  1, 3, -2, 2, 3, -6, -3.3, -1, -1
Cc1ccc([N+](=O)[O-])cc1S(=O)(=O)N(C(=O)c1ccncc1)c1ccc2oc3c(c2c1)CCCC3
  19, 8, 1, -8, 2, 9, 4.2, 4, 0
CCOc1ccc(C(=O)NCC2CCCN2S(=O)(=O)c2cccs2)cc1 (stereo not given)
  0, -3, 2, -3, 4, -7, 2.2, -2, -6
CCc1ccc(-c2cc(C)no2)cc1S(=O)(=O)NCCc1ccc(S(N)(=O)=O)cc1
  0, 0, 10, 4, 10, -2, 0.8, -1, -3
O=C(Cn1ccc2ccccc2c1=O)NCCC(=O)N1CCN(c2cccc(C(F)(F)F)c2)CC1
  2, -2, -4, 4, 13, -1, 3.9, -1, 0
COc1ccc(N2CCN(C(=O)c3ccc(C)c(NC(=O)c4ccco4)c3)CC2)cc1
  0, 1, -1, 4, -2, -3, 0.3, 0, 0
CCOc1cc(N2CCOCC2)c(OCC)cc1NC(=O)CSc1ncccn1
  -1, 8, -1, 6, 2, -2, 2.4, -3, -4
O=C1C=C(N2CCOCC2)c2ccccc2C1=O
  17, 5, 16, 47*, 3, 4, 9.3, 112*, -1
O=C(O)Cc1csc(-c2cccc(Oc3ccccc3)c2)n1
  0&4, 0&5, -1&0, 0&3, -6&-6, 2&-2, 1.4&-1.2, 4&-1, -5&-2
O=C(Nc1ccccc1C(=O)N1CCCCCC1)c1ccc(Cl)cc1
  -5, 1, 10, 9, 1, -1, -1.9, 0, 0
COc1ccc(OC)c(S(=O)(=O)N(C)CC(=O)N2CCN(c3ccccc3)CC2)c1
  1, -4, -2, -2, 5, -1, 2.9, -4, 2
CCn1c2c(c3cc(OCC(C)C)ccc31)CCCC2=O
  -2, -6, 2, 0, 12, -4, 3.7, -2, 0
O=C(NCc1cccnc1)C(=O)N/N=C/c1ccccc1[N+](=O)[O-]
  -3, -1, 5, -4, 0, -4, 0.6, -3, -2
O=C(OCCCc1cc2ccccc2c(=O)o1)c1ccc(F)cc1
  nt, 5, -1, 20, 6, -1, 2.8, nt, nt
CC(C)NC(=O)C(=O)NCCN1CCN(S(=O)(=O)c2ccc(Cl)cc2)CC1
  0, 13, -5, 1, -6, 0, 2.2, 1, -7

# Retrieved one by one from above (7):
# Value order: HCV core dimer, proCasp3 act, AHR activator, PAFAH2 FP inh, proCasp7 act, PP1 counter, PP5 inh, Fh CTSL1 inh, TPT1 inhibitor
O=C1C=C(N2CCOCC2)c2ccccc2C1=O
  17, 5, 16, 47*, 3, 4, 9.3, 112*, -1
CCOc1cc(N2CCOCC2)c(OCC)cc1NC(=O)CSc1ncccn1
  -1, 8, -1, 6, 2, -2, 2.4, -3, -4
CCn1c2c(c3cc(OCC(C)C)ccc31)CCCC2=O
  -2, -6, 2, 0, 12, -4, 3.7, -2, 0
CCc1ccc(-c2cc(C)no2)cc1S(=O)(=O)NCCc1ccc(S(N)(=O)=O)cc1
  0, 0, 10, 4, 10, -2, 0.8, -1, -3
O=C(OCCCc1cc2ccccc2c(=O)o1)c1ccc(F)cc1
  nt, 5, -1, 20, 6, -1, 2.8, nt, nt
O=C(O)Cc1csc(-c2cccc(Oc3ccccc3)c2)n1
  0&4, 0&5, -1&0, 0&3, -6&-6, 2&-2, 1.4&-1.2, 4&-1, -5&-2
O=C(Nc1ccccc1C(=O)N1CCCCCC1)c1ccc(Cl)cc1
  -5, 1, 10, 9, 1, -1, -1.9, 0, 0

# Additional entries
# Value order: HCV core dimer, proCasp3 act, AHR activator, PAFAH2 FP inh, proCasp7 act, PP1 counter, PP5 inh, Fh CTSL1 inh, TPT1 inhibitor
CN(C)S(=O)(=O)c1ccc(C(=O)NCC2(N3CCCCC3)CCCCC2)cc1
  -2, -5, 0, 3, 2, 0, 0.5, 1, 1
CC1CCN(C(=O)C(=O)c2cn(CC(=O)N3CCCCCC3)c3ccccc23)CC1
  6, -3, 13, -1, -1, 2, 0.7, 2, -8
COc1cccc(C(=O)COC(=O)CCCC(=O)NC2CCCCC2)c1
  0, -3, 0, 17, -1, -2, 0.6, -30, 3
OCCCNc1nc(-c2ccc(Cl)cc2)nc2ccccc12
  -7, -14, 88*, -10, 7, 6, 3.7, 4, -3
Cc1ccc(N(C(=O)CCC(=O)Nc2cc(C)on2)C(C(=O)NC2CCCC2)c2cccs2)cc1 (stereo not given)
  17, 2, -2, -6, 16, 0, 3.8, -4, 2
Cc1cc(C)n(-c2nc(NCC(C)O)c3c4c(sc3n2)CCCC4)n1 (stereo not given)
  -7, -1, 24, 3, 2, 1, 0.7, -1, -2
CSc1nnc2n(-c3ccccc3)c(=O)c3c4c(sc3n12)CCC4
  7, 8, 2, 6, 3, 0, 0.0, 5, 1
Cc1ccc(C(=O)OCC(=O)N2CC(=O)Nc3ccccc32)s1
  -1, 7, 3, 4, 5, 0, 1.7, -1, -1
CC(=O)N1CCN(C(=O)CNc2cc(C(F)(F)F)ccc2OCC(F)(F)F)CC1
  -6, 3, 1, -1, 2, 5, 1.6, 0, 1
CC(=O)Nc1ccc(C(=O)N2CCCc3ccccc32)cc1
  -4, 4, -2, 7, -10, 1, 2.3, 2, 1
COc1ccc(C2(C)NC(=O)N(CC(=O)Nc3ccc(-c4nc5ccc(C)cc5s4)cc3)C2=O)cc1 (stereo not given)
  -4, -5, 2, nt, 6, 0, 6.3, 2, 19
O=C1C2C3C=CC(C3)C2C(=O)N1c1ccc2ccccc2n1 (stereo not given)
  -3, 1, 0, 0, 12, 0, 1.3, 3, -1
Clc1ccc(Cn2c(-c3cccnc3Cl)nc3ccccc32)cc1
  1, -7, 6, 6, 3, 0, -1.4, 0, -4
CC(C)Oc1ccc(C(=O)NC(C)(C)CO)cc1
  0, -5, 5, -1, 4, -1, 0.3, -1, 4
O=C1CCC(=O)N1OCCOc1ccc(Cl)c2ccccc12
  -4, 7, 20, 2, -1, -1, 1.3, 6, -1

# Further structures follow.
# Value order: HCV core dimer, proCasp3 act, AHR activator, PAFAH2 FP inh, proCasp7 act, PP1 counter, PP5 inh, Fh CTSL1 inh, TPT1 inhibitor
Cc1cc(C)nc(/N=C(\N)N(Cc2ccccc2)Cc2ccccc2)n1
  1, -1, 24, 4, 2, -1, 3.2, 0, -4
CCn1ncc(Br)c1C(=O)Nc1ccc(Cl)cn1
  0, -1, 105*, 0, -9, -2, -0.9, -2, -1
O=C(COC(=O)c1ccc([N+](=O)[O-])s1)c1ccc[nH]1
  nt, -11, 1, 15, -30, nt, nt, nt, nt
CCOc1ccc(N(CC(=O)NCc2ccco2)S(C)(=O)=O)cc1
  -3, 4, 0, 3, 1, 0, -0.9, -1, -4
CCc1nc(NCc2ccccn2)c2oc3ccccc3c2n1
  -2, -1, -2, 0, 7, -1, -0.3, 1, 1
Cc1ccc(OCc2ccc(-c3ccccc3)cc2)c([N+](=O)[O-])n1
  -6, 4, -7, -1, 3, 4, 3.5, 0, -2
Cc1ccc(NC(=O)COC(=O)CNC(=O)c2ccco2)cc1
  -2, -6, 2, -10, 3, -1, 1.2, -3, 2
O=C(CNC(=O)c1cccs1)c1ccc(Br)cc1
  12, 13, -4, -15, 0, -3, 0.0, 2, 0
O=C1c2ccc(-c3ccc(Cl)c(C(F)(F)F)c3)cc2S(=O)(=O)c2cccc(C(=O)N3CCN(c4ccc(Cl)cn4)CC3)c21
  nt, -4, -4, 6, -7, nt, nt, nt, nt
COc1ccc(O)c(C(=O)c2cnn(C(=O)c3cccc(S(=O)(=O)N4CCOCC4)c3)c2)c1
  3, 15, 2, 3, -2, 0, 1.9, 0, -5
COc1cc([C@@H]2CC=C(C(=O)O)[C@H](c3ccccc3)N2S(=O)(=O)c2ccc(C)cc2)cc(OC)c1OC
  1, -2, -3, 4, -4, 0, 1.6, 3, -3
CCC(C)NC(=O)CS(=O)Cc1nc(-c2cccc(OC)c2)oc1C (stereo not given)
  5, -3, 0, 5, -7, -3, -0.6, -3, -3
Cc1ccc(NC(=O)CSc2nc(N)cc(=O)[nH]2)cc1S(=O)(=O)N1CCCCCC1
  nt, 8, -2, -8, 3, nt, nt, nt, nt
O=C(CN1CCCCC1)NCC(=O)Nc1ccc(F)c(F)c1F
  nt, 5, 0, -3, -7, -5, -1.2, nt, nt
Cc1ccc(C2(C)NC(=O)N(CC(=O)Nc3ccc4c(c3)CCC4)C2=O)cc1 (stereo not given)
  nt, -1, 3, -6, -5, -1, -1.2, nt, nt
O=C(COC(=O)c1cc(C(F)(F)F)cc(C(F)(F)F)c1)NCc1ccc(Cl)cc1
  7, -8, -2, 6, 15, -3, -0.8, 2, 0
Cc1ccc(C)c(S(=O)(=O)N2CCNCC2)c1
  0, 4, -1, 1, 5, -1, -1.3, 0, -4
COc1ccc(C(=O)COC(=O)c2cnc(C)cn2)c(OC)c1
  4, 5, 0, 11, -5, -2, 1.6, -10, 1
